Screening results (PubChem BioAssay)
BoNT F protease: inhibitors of Botulinum neurotoxin F light chain protease; Multiplex microsphere protease cleavage assay, flow cytometry; inhibition, % at 10 µM; 360,000 tested, 0.22% active; in the data active means inhibition above about 35%, passing the limit was not always enough; inconclusive means no clear call, values can overlap the other calls; further: plate controls were buffer without enzyme for full effect and enzyme alone for no effect
BoNT-A LC inh2: blocks Botulinum neurotoxin A light chain protease | multiplex microsphere protease substrate cleavage, flow cytometry | inhibition, % at 10 µM | 360,000 tested, 0.17% active | AID 588499; in the data active means inhibition above about 30%; inconclusive means no clear call, values can overlap the other calls; further: plate controls were buffer without enzyme for full effect and enzyme alone for no effect
FBA Mtb inh: inhibits M. tuberculosis FBA enzyme | purified M. tuberculosis FBA, fluorescence read-out | inhibition, % at 1 µM | 360,000 tested, 2.3% active | AID 588726; in the data active means inhibition above about 27%;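 further: 0% = vehicle and 100% = reference inhibitor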
Target sequence (P9WQA3 whole entry, looked up): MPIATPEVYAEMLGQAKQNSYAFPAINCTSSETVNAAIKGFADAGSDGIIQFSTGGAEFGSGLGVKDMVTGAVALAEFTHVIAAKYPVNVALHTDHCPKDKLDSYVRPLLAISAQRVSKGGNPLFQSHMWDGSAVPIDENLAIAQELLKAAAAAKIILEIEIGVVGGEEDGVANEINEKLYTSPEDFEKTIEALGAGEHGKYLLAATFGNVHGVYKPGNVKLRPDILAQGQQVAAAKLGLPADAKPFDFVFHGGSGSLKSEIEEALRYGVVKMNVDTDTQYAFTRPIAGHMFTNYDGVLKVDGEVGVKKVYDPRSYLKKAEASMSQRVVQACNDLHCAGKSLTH
CCHF vOTU inh: blocks the CCHF virus ovarian tumor domain protease; inhibition, % at 11.5 µM; CCHFV vOTU protease, Pep-AMC fluorescence; 370,000 tested, 0.55% active; further: 0% = vehicle wells with enzyme and 100% = no enzyme wells
GDH-TPI inh: counter-screen for M. tuberculosis FBA inhibitors: GDH-TPI coupled enzymes | 360,000 tested, 1.2% active | GDH-TPI coupled enzyme counterscreen, NADH absorbance | inhibition, % at 4.8 µM;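 further: 0% = DMSO wells and 100% = wells lacking the enzyme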
BioA inh: blocks M. tuberculosis BioA enzyme activity. purified M. tuberculosis BioA enzyme, plate reader. inhibition, % at 9.99 µM. 360,000 tested, 0.096% active; in the data active means inhibition above about 40%; inconclusive means no clear call, values can overlap the other calls
Mtb UGM inh: Mtb UDP-galactopyranose mutase inhibition; P9WIQ1; purified UGM, fluorescence polarization probe displacement; inhibition, % at 10 µM; 320,000 tested, 0.06% active; AID 504406; in the data active means inhibition above about 10%, passing the limit was not always enough; inconclusive means no clear call, values can overlap the other calls
Target sequence (P9WIQ1 whole entry, looked up): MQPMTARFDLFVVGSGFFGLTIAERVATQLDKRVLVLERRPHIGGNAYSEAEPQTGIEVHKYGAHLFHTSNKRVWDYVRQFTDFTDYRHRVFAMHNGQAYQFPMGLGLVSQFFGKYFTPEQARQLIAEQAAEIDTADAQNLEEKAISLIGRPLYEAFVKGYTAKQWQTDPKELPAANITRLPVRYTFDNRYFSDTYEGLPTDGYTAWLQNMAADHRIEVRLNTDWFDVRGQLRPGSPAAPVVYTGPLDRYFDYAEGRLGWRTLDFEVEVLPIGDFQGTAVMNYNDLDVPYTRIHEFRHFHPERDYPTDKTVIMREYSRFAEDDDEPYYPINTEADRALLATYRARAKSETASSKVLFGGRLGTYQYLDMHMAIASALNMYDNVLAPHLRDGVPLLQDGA
FadD28 binding: blocks FadD28 binding to the bisubstrate probe | fluorescence polarization | inhibition, % at 12.5 µM | 360,000 tested, 0.22% active | AID 588549; in the data active means inhibition above about 8.5%, passing the limit was not always enough; inconclusive means no clear call, values can overlap the other calls
PrPC surface inh: reduces human prion protein on the cell surface. 370,000 tested, 0.43% active. cell surface PrPC, TR-FRET read-out. inhibition, % at 13.8 µM; in the data active means inhibition above about 24%; further: 0% = median of the test wells and 100% = reference compound wells
* hit, by the source's call. Unless noted, no stated cut-off is given here; in the data, active means inhibition above about 30%; inactive means the rest.

For COc1ccccc1N1CCN(CCC(=O)Nc2ccc(F)cc2)CC1 the results were BoNT F protease -30, BoNT-A LC inh2 1.7, FBA Mtb inh 0, CCHF vOTU inh -9, GDH-TPI inh 3, BioA inh -0.1, Mtb UGM inh 0.0, FadD28 binding 0.4 and PrPC surface inh -4.
COc1ccc(NC(=O)C2=CC(c3cccs3)=NS(=O)(=O)N2C)cc1 was read as BoNT F protease -11, BoNT-A LC inh2 -1.1, FBA Mtb inh -2, CCHF vOTU inh 12, GDH-TPI inh 17, BioA inh 6.6, Mtb UGM inh 3.8, FadD28 binding -1.5 and PrPC surface inh -30.
For Cc1ccc2nc(C3CCN(CC(=O)N4CCCCCC4)CC3)[nH]c2c1 the results were BoNT F protease 0, BoNT-A LC inh2 0.4, FBA Mtb inh -1, CCHF vOTU inh 16, GDH-TPI inh -9, Mtb UGM inh -0.9, FadD28 binding -0.7 and PrPC surface inh -8.
`CCOc1ccccc1N=NC1C(=O)N(C(N)=S)N=C1C` (configuration not stated) gave BoNT F protease -5, BoNT-A LC inh2 3.6, FBA Mtb inh -2, CCHF vOTU inh 6, GDH-TPI inh -2, BioA inh -0.7, Mtb UGM inh 1.8, FadD28 binding 2.1 and PrPC surface inh -3.
Cn1c(CC(=O)Nc2ccc(F)cc2)nnc1SCC(=O)NC1CCCCC1 was read as BoNT F protease 0, BoNT-A LC inh2 -0.4, FBA Mtb inh 1, CCHF vOTU inh 8, GDH-TPI inh -1, BioA inh -0.8, Mtb UGM inh -3.2, FadD28 binding 0.0 and PrPC surface inh -3.
NC(=O)c1ccc(-c2csnn2)cc1 was read as BoNT F protease inconclusive, BoNT-A LC inh2 0.9, FBA Mtb inh 3, CCHF vOTU inh 0, GDH-TPI inh 2, BioA inh 0.6, Mtb UGM inh -0.6, FadD28 binding 0.3 and PrPC surface inh -5.
Cc1cc(OCC(O)CNC(C)(C)C)ccc1Cl (configuration not stated) was read as BoNT F protease -2, BoNT-A LC inh2 -1.2, FBA Mtb inh -1, CCHF vOTU inh -2, GDH-TPI inh -1, Mtb UGM inh 1.0, FadD28 binding -3.4 and PrPC surface inh 13.
Screening O=C(Nc1ccnn1C1CCN(Cc2ccccc2)CC1)c1ccccc1Cl returned BoNT F protease -1, BoNT-A LC inh2 -0.1, FBA Mtb inh 2, CCHF vOTU inh -13, GDH-TPI inh 2, BioA inh 0.8, Mtb UGM inh 2.1, FadD28 binding -0.9 and PrPC surface inh -8.
Screening CC(=O)c1cccc(NC(=S)NCCC2=CCCCC2)c1 returned BoNT F protease -10, BoNT-A LC inh2 1.6, FBA Mtb inh 3, CCHF vOTU inh 10, GDH-TPI inh -6, Mtb UGM inh 1.9, FadD28 binding -1.8 and PrPC surface inh 11.
`O=C1OC(c2ccc(O)cc2)(c2ccccc2O)c2ccccc21` (configuration not stated) gave BoNT F protease -6, BoNT-A LC inh2 0.1, FBA Mtb inh 2, CCHF vOTU inh -2, GDH-TPI inh 4, BioA inh 1.6, FadD28 binding -5.7 and PrPC surface inh 5.
`Cc1cc(C(=O)N2CCC2(C)C(=O)Nc2cccc3c2CCCC3)nn1C` (configuration not stated) gave BoNT F protease -3, BoNT-A LC inh2 0.1, FBA Mtb inh -2, CCHF vOTU inh -4, GDH-TPI inh -2, BioA inh -0.2, FadD28 binding -2.4 and PrPC surface inh 4.
For Cc1nn(C)c(C(=O)NC(=S)Nc2ccc([N+](=O)[O-])cc2)c1Cl the results were BoNT F protease inconclusive, BoNT-A LC inh2 inconclusive, FBA Mtb inh 1, CCHF vOTU inh 20, GDH-TPI inh 23, BioA inh 0.6, FadD28 binding 1.2 and PrPC surface inh 4.
Screening Cc1onc(-c2ccccc2Cl)c1C(=O)Nc1cccnc1 returned BoNT F protease 0, BoNT-A LC inh2 1.2, FBA Mtb inh 1, CCHF vOTU inh -6, GDH-TPI inh 1, BioA inh 0.9, Mtb UGM inh -0.7, FadD28 binding -3.7 and PrPC surface inh -5.
`COc1ccc2c(c1)C(NC(=O)C(F)(F)F)CC2=O` (configuration not stated) gave BoNT F protease -2, BoNT-A LC inh2 -0.2, FBA Mtb inh 5, CCHF vOTU inh -2, GDH-TPI inh 3, Mtb UGM inh -1.4, FadD28 binding 0.6 and PrPC surface inh 0.
For N#Cc1ccccc1OCC(=O)NNC(=O)CNC(=O)c1ccc(Br)o1 the results were BoNT F protease -3, BoNT-A LC inh2 0.5, FBA Mtb inh -2, CCHF vOTU inh -88, GDH-TPI inh 2, BioA inh -0.3, Mtb UGM inh -0.6, FadD28 binding -3.1 and PrPC surface inh -2.
O=[N+]([O-])c1cccnc1N1CCN(c2ccc(F)cc2)CC1 was read as BoNT F protease 0, BoNT-A LC inh2 1.3, FBA Mtb inh 1, CCHF vOTU inh -9, GDH-TPI inh -2, Mtb UGM inh 0.5, FadD28 binding -0.9 and PrPC surface inh -32.
Cc1ccc(-c2cc(C(=O)NCC3CCCO3)c3ccccc3n2)cc1C (configuration not stated) was read as BoNT F protease -4, BoNT-A LC inh2 0.0, FBA Mtb inh -1, CCHF vOTU inh -3, GDH-TPI inh 6, Mtb UGM inh -1.2, FadD28 binding -0.4 and PrPC surface inh 6.
For COc1ccc(OC)c(NC(=O)CSc2nnc(Cc3cccn3C)n2-c2ccc(F)cc2)c1 the results were BoNT F protease 0, BoNT-A LC inh2 -0.8, FBA Mtb inh 1, CCHF vOTU inh 13, GDH-TPI inh 0, BioA inh 3.5, Mtb UGM inh 1.3, FadD28 binding -1.2 and PrPC surface inh -4.
For COc1ccccc1NS(=O)(=O)CC12CCC(CC1=O)C2(C)C (configuration not stated) the results were BoNT F protease 3, BoNT-A LC inh2 1.5, FBA Mtb inh -1, CCHF vOTU inh -10, GDH-TPI inh 1, BioA inh -0.5, Mtb UGM inh -0.7, FadD28 binding -2.3 and PrPC surface inh 4.
`Cc1ccccc1N=C1NC(=O)CS1` gave BoNT F protease -4, BoNT-A LC inh2 0.2, FBA Mtb inh 2, CCHF vOTU inh 8, GDH-TPI inh -8, BioA inh 15, Mtb UGM inh -1.9, FadD28 binding -2.9 and PrPC surface inh 6.
For CC(=O)O[C@H]1C(=O)[C@@]2(C)C([C@H](OC(=O)c3ccccc3)[C@]3(O)C[C@H](OC(=O)[C@H](O)[C@@H](NC(=O)Cc4ccccc4)c4ccccc4)C(C)=C1C3(C)C)[C@]1(OC(C)=O)CO[C@@H]1C[C@@H]2O (some centres not stated) the results were BoNT F protease -4, BoNT-A LC inh2 -0.4, FBA Mtb inh 0, CCHF vOTU inh 5, GDH-TPI inh 5, BioA inh -1.4, Mtb UGM inh 0.8, FadD28 binding -3.1 and PrPC surface inh 19.
For O=C(NC1CCCCC1)c1cccc(Cn2cc(Cl)cn2)c1 the results were BoNT F protease 7, BoNT-A LC inh2 -0.7, FBA Mtb inh -1, CCHF vOTU inh 8, GDH-TPI inh -8, BioA inh 0.6, Mtb UGM inh 1.4, FadD28 binding -4.1 and PrPC surface inh 7.
CC1(C)CC(=O)C=C(NCCc2c[nH]c3ccccc23)C1 was read as BoNT F protease -7, BoNT-A LC inh2 -0.1, FBA Mtb inh -1, CCHF vOTU inh 1, GDH-TPI inh -4, BioA inh 0.0, Mtb UGM inh -4.1, FadD28 binding -3.7 and PrPC surface inh 1.
O=C(NC1CCCCC1)C1CCCN1C(=O)Nc1ccccc1 (configuration not stated) was read as BoNT F protease -1, BoNT-A LC inh2 0.6, FBA Mtb inh -1, CCHF vOTU inh 4, GDH-TPI inh -12, BioA inh -1.1, Mtb UGM inh 1.5, FadD28 binding -2.7 and PrPC surface inh 3.
Screening O=C1c2ccccc2C(=O)N1CCN1CCCCC1 returned BoNT F protease 3, BoNT-A LC inh2 0.0, FBA Mtb inh 2, CCHF vOTU inh 12, GDH-TPI inh 4, FadD28 binding -3.9 and PrPC surface inh 0.
Screening O=C1c2ccccc2C(=O)c2c1cccc2N(CCO)CCO returned BoNT F protease -29, BoNT-A LC inh2 -7.5, FBA Mtb inh 1, CCHF vOTU inh -4, GDH-TPI inh 10, BioA inh -1.2, Mtb UGM inh 2.2, FadD28 binding 1.2 and PrPC surface inh -68.
`Cc1ccc(-c2nc3c4ccccc4ccn3c2Cc2cccc(Cl)c2)cc1` gave BoNT F protease -2, BoNT-A LC inh2 0.0, CCHF vOTU inh -5 and PrPC surface inh -1.
For COC(CNC(=O)c1c[nH]c2ccc(S(=O)(=O)N3CCOCC3)cc2c1=O)OC the results were BoNT F protease 0, BoNT-A LC inh2 -0.4, FBA Mtb inh 25, CCHF vOTU inh 2, GDH-TPI inh 18, BioA inh -1.1, Mtb UGM inh 1.2, FadD28 binding -2.6 and PrPC surface inh 2.
Screening O=C(C1CC1)N1N=C2CCCCC2C1(O)C(F)(F)F (configuration not stated) returned BoNT F protease -10, BoNT-A LC inh2 -1.1, FBA Mtb inh 2, CCHF vOTU inh -4, GDH-TPI inh 6, BioA inh -0.3, Mtb UGM inh -1.8, FadD28 binding -2.1 and PrPC surface inh -4.
`O=C1CCC(c2ccccc2)N1C(=O)c1cccnc1` (configuration not stated) gave BoNT F protease 1, BoNT-A LC inh2 -0.8, FBA Mtb inh 0, CCHF vOTU inh -1, GDH-TPI inh 4, BioA inh 2.5, Mtb UGM inh 3.4, FadD28 binding -3.2 and PrPC surface inh 6.
For N#CCN1CCC2(O)CCCCC2C1c1ccc2c(c1)OCO2 (configuration not stated) the results were BoNT F protease inconclusive, BoNT-A LC inh2 -3.2, FBA Mtb inh -2, CCHF vOTU inh -8, GDH-TPI inh 0, Mtb UGM inh -1.3, FadD28 binding -2.2 and PrPC surface inh 3.
`O=C(CNC(=O)c1ccccc1F)NCCN1C(=O)S/C(=C\c2ccccc2Cl)C1=O` gave BoNT F protease 0, BoNT-A LC inh2 0.0, FBA Mtb inh -2, CCHF vOTU inh 6, GDH-TPI inh 12, BioA inh -0.1, Mtb UGM inh 1.3, FadD28 binding -4.5 and PrPC surface inh -1.
`C=CCn1c(SCC(N)=O)nnc1-c1cc2c(s1)CCC(CC)C2` (configuration not stated) gave BoNT F protease 1, BoNT-A LC inh2 -0.6, FBA Mtb inh -2, CCHF vOTU inh -1, GDH-TPI inh 20, Mtb UGM inh 1.3, FadD28 binding -0.5 and PrPC surface inh 3.
Screening CCOC(=O)c1cnc2c(C#N)c(C)nn2c1C returned BoNT F protease -5, BoNT-A LC inh2 0.6, FBA Mtb inh 14, CCHF vOTU inh 11, GDH-TPI inh 9, BioA inh -0.9, Mtb UGM inh 0.8, FadD28 binding -1.1 and PrPC surface inh -6.
Screening Cc1ccccc1N1C(=O)Cc2ccccc2C1=O returned BoNT F protease 1, BoNT-A LC inh2 -0.4, FBA Mtb inh 2, CCHF vOTU inh 28, GDH-TPI inh 2, BioA inh 0.5, Mtb UGM inh 3.6, FadD28 binding -2.0 and PrPC surface inh 1.
CCc1c(C2(O)CCCCC2)[nH]c2cnccc12 was read as BoNT F protease -10, BoNT-A LC inh2 -0.2, FBA Mtb inh 78*, CCHF vOTU inh -89, GDH-TPI inh 10, BioA inh 1.8, Mtb UGM inh 1.9, FadD28 binding 0.4 and PrPC surface inh -3.
